# HT1080NT lethal = kills 2HG-producing HT-1080-NT fibrosarcoma cells. Potency, µM (top dose mostly 46.1 µM), for the others: top-dose activity, negative = less viability, usual class: cytotoxic. HT-1080-NT fibrosarcoma viability, CellTiter-Glo ATP luminescence, 48 h. hit rate 1.6% among 360,000;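 further: NT is the 2HG producing partner of a matched IDH1 knockdown line; potency means the concentration at half of the fitted maximal effect; 0% = DMSO-treated cells and -100% = media-only wells without cells; nearly all actives have a fitted effect of over 55% in size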
#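 750 cells/well, RPMI + 5% FBS; 2 h settle, compound pin-transfer, 48 h at 37 degrees C. CellTiter-Glo 10 min RT, luminescence. Normalized to DMSO and media-only wells.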
# GLP1R ag = GLP-1 receptor (human) agonism. P43220. HEK293 GLP-1R CRE-luciferase, luminescence, 4-6 h; cells express a hypersensitive GLP-1R form. Potency, µM (doses to about 45.6 µM), without a hit: top-dose activation, actives largely listed as activators. hit rate 0.007% among 380,000; further: potency means the concentration at half of the fitted maximal effect; % of control where 0% means no effect
# Target sequence (P43220 whole entry, looked up): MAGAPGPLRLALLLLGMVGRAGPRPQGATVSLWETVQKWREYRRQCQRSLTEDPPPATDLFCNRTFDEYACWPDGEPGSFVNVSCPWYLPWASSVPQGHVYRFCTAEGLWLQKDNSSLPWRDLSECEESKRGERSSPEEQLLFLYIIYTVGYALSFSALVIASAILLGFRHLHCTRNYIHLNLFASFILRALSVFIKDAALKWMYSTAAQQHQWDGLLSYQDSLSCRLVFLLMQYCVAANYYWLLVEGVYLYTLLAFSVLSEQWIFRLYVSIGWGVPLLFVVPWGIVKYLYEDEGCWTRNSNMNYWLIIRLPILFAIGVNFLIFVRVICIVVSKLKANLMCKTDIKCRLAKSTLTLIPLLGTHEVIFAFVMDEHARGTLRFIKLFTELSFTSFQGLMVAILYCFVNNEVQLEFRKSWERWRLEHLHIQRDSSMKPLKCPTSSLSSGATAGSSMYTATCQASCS
# HT1080 IDH1KD tx = kills HT-1080 cells with IDH1 knockdown; Potency, µM (highest dose often 46.1 µM), for the others: at the top dose activity, negative = toxicity, usual class: cytotoxic; AID 686971; HT-1080 IDH1 knockdown viability, ATP luminescence, 48 h; hit rate 2% among 360,000;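 further: potency means the concentration at half of the fitted maximal effect; 0% = DMSO wells and -100% = cell-free medium wells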
#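 Using the IDH1-knockdown HT-1080 line run in the same batch and compound series as the NT line, viability after 48 h at 37 °C was determined by CellTiter-Glo luminescence and expressed as % activity.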
# KB-V1 MDR tox = kills drug-selected multidrug resistant KB-V1 cells | Potency, µM (doses to about 46.1 µM), inactives show at the top dose activity change, negative = cytotoxicity, actives largely listed as cytotoxic | hit rate 3.4% among 400,000 | AID 1347076 | KB-V1 MDR cells viability, CellTiter-Glo, 72 h; further: potency means the concentration at half of the fitted maximal effect; on the % scale 0 is the no-effect control and ±100 the full control effect; nearly all actives have a fitted effect of over 60% in size
#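 Drug-selected KB-V1 cells, grown in DMEM lacking phenol red with 10% FBS, receive compound titrations; after three days at 37 degrees C, surviving cell ATP is quantified by CellTiter-Glo luminescence and responses normalized and curve-fitted.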
# IL1B secr inh = blocks inflammasome-driven IL-1 beta release; THP-1 LPS/ATP IL-1B secretion, AlphaLISA, 16 h; hits give low values; activity change, % at 57.5 µM; hit rate 4.7% among 360,000; AID 743279; in the data active means activity change below about -50%; inconclusive means mostly about -30% to -49%; further: on the % scale 0 is the no-effect control and ±100 the full control effect
#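 Secreted IL-1B measured by AlphaLISA bead assay after 16 h compound exposure of THP-1 cells; compounds (final up to 57.5 uM) added 1 h before LPS (250 ng/mL) and ATP (1.25 mM) stimulation; lower signal means less secretion.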
# D3 antag = antagonists of human D3 dopamine receptor; D3R cells, DiscoveRx beta-arrestin luminescence, antagonist mode; hits give low values; max response, negative = inhibition, %; hit rate 2.5% among 360,000; AID 652054; in the data active means max response below about -50%; inconclusive means no clear call, values can overlap the other calls; further: on the % scale 0 is the no-effect control and ±100 the full control effect; mostly tested at two doses, the higher about 12 µM
# Target sequence (P35462 whole entry, looked up): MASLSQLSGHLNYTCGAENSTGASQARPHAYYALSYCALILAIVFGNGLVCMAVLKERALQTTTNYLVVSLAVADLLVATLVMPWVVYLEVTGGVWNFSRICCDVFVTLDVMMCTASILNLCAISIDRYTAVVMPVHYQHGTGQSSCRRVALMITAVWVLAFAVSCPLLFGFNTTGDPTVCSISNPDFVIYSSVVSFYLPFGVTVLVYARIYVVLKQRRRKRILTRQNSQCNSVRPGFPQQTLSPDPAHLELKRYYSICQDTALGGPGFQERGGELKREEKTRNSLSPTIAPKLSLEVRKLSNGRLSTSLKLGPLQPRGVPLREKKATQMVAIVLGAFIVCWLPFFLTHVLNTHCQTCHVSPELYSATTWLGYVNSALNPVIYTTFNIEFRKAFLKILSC
#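 Cells plated overnight at 1500 cells/well, then exposed to library compounds with dopamine controls for 90 minutes at 37 degrees C. DiscoveRx reagent added for 30–60 minutes at room temperature; luminescence read, quantitative HTS format.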
# DRD3 agonist = agonists of human D3 dopamine receptor; P35462; D3R DiscoveRx beta-arrestin cells, luminescence, 90 min; max activation, %; hit rate 0.58% among 410,000; in the data active means max activation above about 30%; further: 0% is about no effect; mostly tested at two doses, the higher about 12 µM
#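 Agonist-mode cell screen: cells plated at 1500/well and incubated overnight at 37 °C, then exposed to library compounds for 90 min at 37 °C. Detection reagent was added for 30–60 min at room temperature, and luminescence was read.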
# SW480 rerep = induces DNA re-replication in SW480 colon adenocarcinoma cells | SW480 DNA re-replication, Hoechst DNA content imaging, 48 h | Potency, µM (top dose mostly 46.1 µM), for inactives: at the top dose re-replication activation, usual class: activators | hit rate 1.8% among 340,000; further: potency means the concentration at half of the fitted maximal effect; % of control where 0% means no effect; nearly all actives have a fitted effect of over 55% in size
#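 Cells (250 per well) received 23 nL compound or DMSO by pin tool and were kept 48 hr at 37 C, 5% CO2. Nuclei were then stained with Hoechst for 40 min and scanned for DNA content.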
# KB-3-1 tox = kills parental KB-3-1 adenocarcinoma cells; Potency, µM (top dose mostly 46.1 µM), without a hit: top-dose activity change, negative = cytotoxic, actives largely listed as cytotoxic; hit rate 1.4% among 400,000; AID 1347075; KB-3-1 viability, CellTiter-Glo ATP luminescence, 72 h; further: potency means the concentration at half of the fitted maximal effect; on the % scale 0 is the no-effect control and ±100 the full control effect; nearly all actives have a fitted effect of over 60% in size
#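 Multi-concentration cytotoxicity screen in KB-3-1 cells grown in DMEM lacking phenol red with 10% FBS. After 72 h at 37 °C with compound, ATP-dependent luminescence was recorded.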
# * marks the source's active call; other numbers are inactive results; ? = inconclusive; · = no result given; & = joins results of further samples; [ ] = another dose, or the depositor's remark. Unless noted, the call rests on the fitted dose curve; in most records, active means well fitted curve in the direction sought with a large enough effect; inconclusive means small, poorly fitted or top-dose-only effect, or another doubt; inactive means no such curve, though single readings can be large; an effect the other way counts as inactive or inconclusive.
SMILES,HT1080NT lethal,GLP1R ag,HT1080 IDH1KD tx,KB-V1 MDR tox,IL1B secr inh,D3 antag,DRD3 agonist,SW480 rerep,KB-3-1 tox
C[C@@H]1CN([C@H](C)CO)C(=O)CCCn2cc(nn2)CO[C@H]1CN(C)C(=O)Nc1ccccc1,13%,-2%,10%,17%,26,-11,-5,·,20%
CCN(CC)CCNc1nc(-c2ccccc2)nnc1C(F)(F)F,-23%,-6%,-11%,-32%,-1,17,-16,-4%,5%
CN(C)C1(CNC(=S)Nc2ccccc2C(F)(F)F)CCCCC1,-2%,1%,-2%,-29%,-5,5,5,-4%,-1%
Clc1ccc2nc(SCc3nnc(-c4ccccc4)o3)[nH]c2c1,-14%,5%,2%,16µM*,-22,15,1,6%,-6%
C=CCn1c(=O)n(C(=O)OCC)c2cc(Br)ccc21,6%,15%,8%,?,0,-13,-20,-1%,-21%
F[B-](F)(F)c1cnc2ccccc2c1,-1%,4%,-1%,-1%,1,21,15,-36%[inhibitor],0%
O=C(NC1CC1)c1ccc2sc([C@H]3C[C@H](O)[C@@H](CO)O3)nc2c1,?,6%,16%,5%,-16,0,2,·,0%
CC(C)CCNC(=O)c1ccc2c(c1)N(Cc1ccccc1)C(=O)CS2=O (stereo not drawn),0%,4%,-1%,2%,-2,?,-5,-7%,-5%
N#Cc1cnn(-c2ccccc2)c1NC(=O)c1ccccc1F,9%,-1%,6%,0%,-6,-13,-7,53%,9%
O=C(CSc1nnc(-c2ccccc2)c(-c2ccccc2)n1)NCC1CCCO1 (stereo not drawn),13%,11%,9%,-20%,-29,-3,2,-2%,4%
CC(C)COP(=O)(OCC(C)C)C(O)c1ccc2c(c1)OCO2 (stereo not drawn),8%,-4%,3%,4%,0,6,2,-3%,-24%
O=C(Oc1ccc2ccc(O)cc2c1)c1ccccc1Cl,-10%,13%,1%,23%,-8,-13,-6,-7%,1%
CC[C@@H](C)[C@@H]1CN([C@@H](C)CN2CCC[C@H]2CN2C(N)=NC[C@@H]2Cc2ccccc2)C(=N)N1CCc1ccc(Cl)c(Cl)c1,?,7%,-4%,-1%,-25,-66*,-48,-5%,-1%
O=C(N/C(=C\c1cccnc1)C(=O)N1CCOCC1)c1ccco1,-4%,0%,6%,-1%,-7,0,-1,-6%,5%
O=C(O)/C(=C\c1cccc(F)c1)c1ccc(S(=O)(=O)N2CCCC2)s1,-1%,13%,-1%,-9%,-10,-2,0,-4%,4%
CC1(C)N=C(N)N=C(N)N1c1cc(Cl)ccc1Cl,-1%,0%,-2%,25%,-19,-13,-13,·,-21%
COc1ccc(C(C)=O)cc1Cn1c(C)c(C(=O)NCc2ccc3c(c2)OCO3)sc1=O,2%,9%,5%,?,-7,17,2,·,-20%
COc1ccc(N(C(=O)c2ccc(Br)o2)C2C=CS(=O)(=O)C2)c(OC)c1 (stereo not drawn),-4%,3%,7%,0%,9,3,0,-2%,1%
Cc1nn(-c2ccccc2)c(Cl)c1/C=C1\SC(=S)NC1=O,-25%,-1%,0%,-24%,15,7,2,21µM*,-26%
Cc1cc(C)c[n+](-c2[nH]c(=O)sc2/C=N/NC([S-])=Nc2ccccc2)c1,6%,4%,5%,0%,19,-5,-6,0%,23%
CSc1ccccc1C(=O)C1CCCN(C(=O)c2cc(C(C)C)no2)C1 (stereo not drawn),-15%,17%,-9%,-2%,-13,2,11,0%,-24%
COc1ccccc1-c1noc2ncnc(Nc3cccc(C)c3C)c12,0%,14%,3%,-1%,8,4,-7,9%,1%
Cc1[nH]c2ccccc2c(=O)c1CN1CCCCC1,0%,-14%,-7%,2%,0,-16,-1,-22%,2%
O=C(O)Cc1sc(Nc2ccccc2)nc1-c1ccc(Cl)cc1,-21%,8%,-27%,16%,0,4,7,-3%,2%
CC(C)C[C@@H](CN1CCC[C@H]1CN1C(=O)C(=O)NC[C@@H]1Cc1ccccc1)N1C[C@H](Cc2ccccc2)N(CCc2ccccc2)C(=O)C1=O,?,-2%,?,-6%,-77*,2,3,·,-18%

# Part of the list above in order of formula weight, rising.
SMILES,HT1080NT lethal,GLP1R ag,HT1080 IDH1KD tx,KB-V1 MDR tox,IL1B secr inh,D3 antag,DRD3 agonist,SW480 rerep,KB-3-1 tox
CC1(C)N=C(N)N=C(N)N1c1cc(Cl)ccc1Cl,-1%,0%,-2%,25%,-19,-13,-13,·,-21%
O=C(N/C(=C\c1cccnc1)C(=O)N1CCOCC1)c1ccco1,-4%,0%,6%,-1%,-7,0,-1,-6%,5%
O=C(O)/C(=C\c1cccc(F)c1)c1ccc(S(=O)(=O)N2CCCC2)s1,-1%,13%,-1%,-9%,-10,-2,0,-4%,4%

# Continued.
SMILES,HT1080NT lethal,GLP1R ag,HT1080 IDH1KD tx,KB-V1 MDR tox,IL1B secr inh,D3 antag,DRD3 agonist,SW480 rerep,KB-3-1 tox
CCCCNC(=S)N(C)/N=C/c1ccc(OCc2ccc(C(=O)OC)cc2)c(OC)c1,13%,2%,20%,13µM*,-2,60,8,3%,-23%
N#CC(c1ccc(Cl)nn1)c1ccccc1Cl (stereo not drawn),0%,5%,2%,9%,11,-18,-1,0%,-2%
CCCCn1c(N)c(N(CCC(C)C)C(=O)CSc2nnc(Nc3ccccc3)s2)c(=O)[nH]c1=O,-7%,-2%,-26%,1%,-23,8,5,-6%,-2%
COc1cc(C(=O)Nc2ccccc2OCc2cc(=O)n3c(C)csc3n2)cc(OC)c1OC,·,0%,·,-11%,·,·,3,·,17%
Cc1c(C(=O)N(C)Cc2nc3ccccc3c(=O)[nH]2)oc2ccccc12,-22%,-1%,?,8.2µM*,19,15,-2,16µM*,18µM*
C=C(C)Cn1c2ccc(NC(=O)NCCc3cccs3)cc2c(=O)n1C,5%,0%,5%,4%,5,-22,-5,·,0%
Cc1csc(CNC(=O)C2CCC(=O)N(CCCc3ccccc3)C2)n1 (stereo not drawn),2%,6%,-3%,-10%,-13,-4,4,-2%,-7%
COc1ccc(NC2=CC(=S)NC(C)(C)C2)cc1,-4%,8%,-4%,0%,?,-1,2,-3%,-2%
CC1=C(C(=O)OCc2ccccc2)C(c2ccccn2)c2c(n(C)c(=O)n(C)c2=O)N1 (stereo not drawn),-7%&-1%,-4%&19%,2%&-4%,2%,-10&-10,0&23,1&-6,-9%&-4%,-3%
CC(=O)c1cccc(NC(=O)N2CCCC2C(=O)Nc2ccc3c(c2)OCCO3)c1 (stereo not drawn),19%,8%,13%,-5%,7,-7,-6,2%,10%
CC1CCCCN1C(=O)CCNS(=O)(=O)c1ccc2c(c1)c(=O)n(C)c(=O)n2C (stereo not drawn),-6%,10%,1%,-13%,-4,2,14,9%,6%
CCc1ccnc(NC(=O)NS(=O)(=O)c2ccc(C)cc2)c1,29%,3%,23%,6%,16,-2,-10,-10%,16%
Cc1nc2c(-c3ccccc3)c(C)nn2c(N)c1-c1ccccc1,?,-5%,?,?,-18,0,-2,5%,?
Cc1cccc(NC(=O)c2ccc3snnc3c2)c1C,·,8%,·,?,·,·,0,·,-6%
CCOC(=O)C1=CN(CC)S(=O)(=O)NC1c1ccc(F)c(Cl)c1 (stereo not drawn),1%,7%,-3%,0%,5,20,0,1%,0%
COc1ccc(CCNC(=O)Nc2nc(C(N)CCc3ccccc3)cs2)cc1OC (stereo not drawn),16µM*,-1%,?,-2%,?,-6,2,·,0%
Cc1cc(C)c2oc(C(=O)N(Cc3ccc(F)cc3)C3CCS(=O)(=O)C3)cc(=O)c2c1 (stereo not drawn),-9%,18%,-15%,?,-2,-1,-3&-1,-11%,-19%&-5%
CC(C)Oc1cccc(C(=O)C2CCCN(C(=O)CCc3cnn(C)c3)C2)c1 (stereo not drawn),-9%,-3%,-6%,0%,14,-17,-19,-4%,-5%
O=C(CCc1ccccc1)NCC1OCCc2ccccc21 (stereo not drawn),10%,5%,27%,?,-17,2,3,13%,9%
Cc1ccc(S(=O)(=O)N(C)[C@H]2C[C@H]3c4[nH]c5ccccc5c4CCN3C[C@H]2[C@H](C)O)cc1,-27%,-6%,-25%,-27%,-7,35,-1,·,-15%
CC(=O)Nc1nc2ccccc2n1CCOc1ccccc1,-20%,0%,-28%,0%,24,-2,1,14%,?
CC1(c2ccc(Cl)cc2)NC(=O)N(CC(=O)N2CCc3ccccc3C2)C1=O (stereo not drawn),-1%,-6%,2%,-1%,?,0,1,4%,6%
O=C(Nc1cc(S(=O)(=O)Nc2ccc(Cl)cc2)ccc1O)c1ccc(S(=O)(=O)N2CCCCCC2)cc1,-29%,9%,?,3%,-1,-50*,-17,14%,-2%
CSc1cc(C)nc(NC(C)=O)n1,9%,-2%,?,-6%,5,-10,-11,-4%,1%
CCOC(=O)C(=CNc1ccc(S(N)(=O)=O)cc1)C(=O)OCC,15%,5%,6%,-3%,-1,-1,-16,2%,-4%
SMILES,HT1080NT lethal,GLP1R ag,HT1080 IDH1KD tx,KB-V1 MDR tox,IL1B secr inh,D3 antag,DRD3 agonist,SW480 rerep,KB-3-1 tox
COc1ccc(NC2C=CS(=O)(=O)C2)cc1 (stereo not drawn),6%,-3%,6%,26%,-14,10,0,-1%,-23%
CCCc1cc(=O)[nH]c(SCC(=O)N2CCN(S(=O)(=O)c3ccc4ccccc4c3)CC2)n1,3%,15%,0%,-1%,0,1,4,·,0%
O=C(c1cc(C(=O)N2CCOCC2)c2nc3ccccc3n2c1)c1cc(Cl)cc(Cl)c1O,0%,0%,1%,0%,17,-6,-2,-8%,6%
CCOC(=O)c1c(NC(=O)C(C)OC(=O)c2ccc(NC(=O)CC#N)cc2)sc2c1CCCC2 (stereo not drawn),-5%,11%,-21%,1%,-80*,4,8,10%,-16%
Cc1ccc([C@@H]2CC(=O)[C@@H]3CN(S(=O)(=O)c4ccccc4C)[C@H](c4ccc(Cl)cc4)C[C@@H]3N2S(=O)(=O)c2ccc(C)cc2)cc1,3%,-4%,-1%,?,49,2,2,·,3.7µM*
O=C1COc2ccc(C(=O)COC(=O)C3CC(O)CN3S(=O)(=O)c3ccc(Cl)cc3)cc2N1 (stereo not drawn),-1%,-2%,8%,5%,12,6,2,-66%[inhibitor],1%

# Screening data: PubChem, National Center for Advancing Translational Sciences (NCATS)
